Compound activity deposited in PubChem by Sanford-Burnham Center for Chemical Genomics.
H9c2 TAG inh – inhibitors of triacylglycerol accumulation, primary screen, cell-based, uHTS, fluorescence, H9c2 | H9c2 cells, Nile Red lipid (TAG) fluorescence; cells loaded with 200 µM oleic acid | inhibition, % at 12.5 µM | hit rate 0.66% among 230,000;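 active = pattern-corrected inhibition of lipid staining of at least 50% with the nuclear-stain viability signal not falling by more than 50%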;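 also: 0% = DMSO wells and 100% = triacsin C control wells; some results filed as inactive read as strong as hits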
H9c2 TAG inh DAPI viability – also measured in H9c2 TAG inh; calls as there; DAPI nuclei signal change (viability), lower = more cytotoxic, %;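 whole-well DAPI fluorescence read on a plate reader as a viability signal; minus 50 percent equals half of cells still viable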
Starred values were filed as active, the others as inactive.

The first four compounds (preview)
Results follow in this order: H9c2 TAG inh | H9c2 TAG inh DAPI viability
COc1ccc(CCNC(=O)c2cc(COc3c(F)cccc3F)on2)c(OC)c1
    -4 | -5
O=C(COc1ccc(Cl)cc1)NCCN1CCCC1
    3 | 9
COc1cc(NS(=O)(=O)c2ccc(NC(=S)NC(=O)/C=C/c3ccc(F)cc3)cc2)ncn1
    4 | 5
COc1ccc(N=Cc2oc3ccc4ccccc4c3c2O)cc1
    0 | -5

All compounds of this part, from the first entry:
Results follow in this order: H9c2 TAG inh | H9c2 TAG inh DAPI viability
COc1ccc(CCNC(=O)c2cc(COc3c(F)cccc3F)on2)c(OC)c1
    -4 | -5
O=C(COc1ccc(Cl)cc1)NCCN1CCCC1
    3 | 9
COc1cc(NS(=O)(=O)c2ccc(NC(=S)NC(=O)/C=C/c3ccc(F)cc3)cc2)ncn1
    4 | 5
COc1ccc(N=Cc2oc3ccc4ccccc4c3c2O)cc1
    0 | -5
C/C(=N\NS(=O)(=O)c1ccc([N+](=O)[O-])cc1)c1ccc(NC(=O)c2ccco2)cc1
    2 | 0
CC(=O)NCCOC(=O)Nc1sc(=S)n(C)c1C
    -1 | -6
CC(C)(C)c1ccc(-n2ncc3c2CCCC3NC(=O)CCn2cncn2)cc1 (stereo not given)
    -13 | 11
CCOc1ccc2ccccc2c1/C=N/n1cncn1
    27 | 0
Cc1csc(NC(=O)c2nc3nc(C)cc(C)n3n2)n1
    27 | -10
CC(=O)Nc1cccc(C(=O)Nc2ccc(S(=O)(=O)NC3=NCCCCC3)cc2)c1
    15 | -1
CC(=O)c1ccc(S(=O)(=O)N2CCNC(=O)C2)cc1
    -13 | 3
CC(C)c1ccc(C2(C)NC(=O)N(CC(=O)NC3CCCC(C)C3C)C2=O)cc1 (stereo not given)
    12 | -4
CC(=NNC(=O)c1cccc(S(=O)(=O)N2CCOCC2)c1)c1ccc(Cl)cc1
    12 | 4
COc1ccc(S(=O)(=O)N(CCCN2CCCC2=O)Cc2cc3cc(C)c(C)cc3[nH]c2=O)cc1
    36 | -17
COC(=O)CSc1nccc(-c2cccs2)n1
    -20 | -4
CC(C)(C)c1ccc(NC(=O)COC(=O)C2CCCC2)cc1
    6 | -5
O=c1c(Cl)c(N/N=C/c2ccc(Cl)cc2)cnn1-c1ccccc1
    4 | 9
COc1ccc(S(=O)(=O)NC(=O)C2(C)CCN2C(=O)Cc2cc(C)cc(C)c2)cc1OC (stereo not given)
    11 | -4
CCOc1cc(/C=N\NC(=O)Cn2nc([N+](=O)[O-])cc2C)ccc1OCc1cccc2ccccc12
    -7 | 16
COc1ccc(-c2csc3ncnc(N4CCN(c5ccccc5Cl)CC4)c23)cc1
    1 | -9
Cc1cc(C)c([N+](=O)[O-])cc1NCC(=O)N1CCN(c2ccccc2)CC1
    -9 | 0
COC(=O)c1ccc2c(c1)N(C)S(=O)(=O)c1cnc(SCC(=O)C(C)(C)C)nc1-2
    -8 | 11
CC(C)(C)NC(=O)C(c1ccncc1)N(Cc1ccco1)C(=O)c1ccc(-c2ccccc2)[nH]1 (stereo not given)
    5 | -7
CCOc1ccccc1NC(=O)C(OC(=O)c1ccc(CC)cc1)c1ccccc1 (stereo not given)
    -38 | 1
CCC(CC)C(=O)Nc1nnc(S(=O)(=O)N2CCc3ccccc32)s1
    -10 | 5
Cc1ccc2cc(C(=O)O)c(C)nc2c1
    6 | 2
CCC(=O)Nc1c(C)nn(C(=O)CC)c1C
    -7 | 17
Cc1[nH]c2ccccc2c1C(=O)CN1C(=O)C(=O)N(Cc2ccco2)C1=O
    8 | 0
O=C(NCCCN1CCCC1=O)c1c(O)nc2sccn2c1=O
    -2 | 1
CCCCOC(=O)c1nc[nH]c1C(=O)OCCCC
    -24 | 11
CC(C)(C)c1ccccc1NC(=O)C1=COCCO1
    6 | 5
COc1ccc(NC(=O)C2CCCCN2S(=O)(=O)c2ccccc2)cc1S(=O)(=O)N1CCOCC1 (stereo not given)
    -9 | 5
CCC(C)NC(=O)c1ccccc1-c1nc2ccccc2[nH]1 (stereo not given)
    4 | 2
COc1ccc2[nH]c3c(N4CCN(Cc5ccc6c(c5)OCO6)CC4)ncnc3c2c1
    -12 | 32
O=S(=O)(Nc1nc2ccccc2nc1NCC1CCCO1)c1cccc(Cl)c1 (stereo not given)
    -1 | 1
CC(C)OC(=O)CSc1nnc(-c2ccncc2)n1N
    -6 | 4
Cc1cc(-c2cc(C(=O)O)c3ccccc3n2)c(C)s1
    12 | -12
O=C(NNC(=O)C1CC1)c1ccccc1[N+](=O)[O-]
    11 | -6
CC1(C)CC(NC(=O)c2ccc(Cl)c(Cl)c2)CC(C)(C)N1
    3 | -4
CCOc1cc(N2CCOCC2)c(OCC)cc1NC(=O)CSc1ncn[nH]1
    -5 | 13

Of the compounds above, 7 contain an NH in an aromatic ring.
Results follow in this order: H9c2 TAG inh | H9c2 TAG inh DAPI viability
COc1ccc(S(=O)(=O)N(CCCN2CCCC2=O)Cc2cc3cc(C)c(C)cc3[nH]c2=O)cc1
    36 | -17
CC(C)(C)NC(=O)C(c1ccncc1)N(Cc1ccco1)C(=O)c1ccc(-c2ccccc2)[nH]1 (stereo not given)
    5 | -7
Cc1[nH]c2ccccc2c1C(=O)CN1C(=O)C(=O)N(Cc2ccco2)C1=O
    8 | 0
CCCCOC(=O)c1nc[nH]c1C(=O)OCCCC
    -24 | 11
CCC(C)NC(=O)c1ccccc1-c1nc2ccccc2[nH]1 (stereo not given)
    4 | 2
COc1ccc2[nH]c3c(N4CCN(Cc5ccc6c(c5)OCO6)CC4)ncnc3c2c1
    -12 | 32
CCOc1cc(N2CCOCC2)c(OCC)cc1NC(=O)CSc1ncn[nH]1
    -5 | 13

More records follow.
Results follow in this order: H9c2 TAG inh | H9c2 TAG inh DAPI viability
CC(NCc1nc2ccccc2n1C)C12CC3CC(CC(C3)C1)C2 (stereo not given)
    -7 | 9
Cc1ccc(NC(=O)C2CCCN(S(=O)(=O)c3cnc[nH]3)C2)c(Br)c1 (stereo not given)
    0 | 0
CCN(CC)C(=O)CN1C(=O)c2cccc3cccc(c23)C1=O
    1 | 5
CCC(C)NC(=O)Cn1c(-c2ccccc2)cc(C(C)=O)c1C (stereo not given)
    -3 | -5
CC(=O)NC1C(OCc2ccccc2)OC(COC(C)=O)C(OC(C)=O)C1OC(C)=O (stereo not given)
    3 | 7
Cc1ccc(C)c(-n2c(CNC(=O)c3ccco3)nnc2SCC(=O)Nc2nnc(C)s2)c1
    2 | 5
CCOC(=O)Nc1ccc2c(COC(=O)CN(C)S(=O)(=O)c3ccc(C)cc3)cc(=O)oc2c1
    3 | 14
CCOC(=O)C1(C)CCN1C(=O)c1ccc(Cl)cc1Cl (stereo not given)
    0 | -9
Cc1nc2ccc(NC(=O)c3ccc(Br)o3)cc2s1
    -4 | 0
c1cn(CCCNC2CCCCCCC2)cn1
    -1 | 12
Clc1ccc(-c2nnc(-c3cccc4ccccc34)o2)cc1
    -10 | 1
CC1CCCCC1NCC(=O)Nc1ccccc1-c1ccccc1 (stereo not given)
    -1 | -6
NNC(=O)CCc1nc2ccc(O)cc2[nH]1
    7 | -5
O=C(COc1ncnc2ccc(Br)cc12)NCc1ccco1
    -4 | 4
CNC(=O)NC(=O)C(C)N1CCN(C/C=C/c2ccccc2)CC1 (stereo not given)
    5 | 4
Cc1sc2ncnc(N3CCC(C(=O)N(C)CC(=O)Nc4ccc(Cl)c(C(F)(F)F)c4)CC3)c2c1C
    -71 | -1
COc1ccc(-c2ccc3c(c2)C2CC3CCN2)cc1 (stereo not given)
    27 | -9
CCOc1ccc(-n2c(N)c(C(=O)NCC3CCCO3)sc2=S)cc1 (stereo not given)
    4 | -4
CC(NC(=O)Cc1ccccc1)C(=O)O (stereo not given)
    -4 | 5
CCOC(=O)c1sc(=NC(=O)/C=C/c2ccccc2)n(C)c1C
    -17 | 7
CC(=O)c1c(OCC(=O)N(C)C2CCCCC2)ccc2c(C)cc(=O)oc12
    11 | -10
O=S(=O)(c1ccc(Br)cc1)N1CCN=C1SCc1cccnc1
    17 | 7
Cc1cccc(C)c1N(CC(=O)NCc1ccc(F)cc1)C(=O)c1csnn1
    -7 | -8
Cc1ccc(C(=O)Nc2c(C)n(C)n(-c3ccccc3)c2=O)cc1
    3 | -1
N#Cc1ccc(OCC(=O)OCC(=O)N2CCc3ccccc32)cc1
    -8 | 3
O=C(NCc1cccnc1)C1CCCCN1S(=O)(=O)c1ccc(F)cc1 (stereo not given)
    -8 | 1
COc1ccc(N2CCN(C(c3ccc4ncccc4c3)c3nnnn3C(C)C)CC2)cc1 (stereo not given)
    -7 | 3
COc1ccc(NC(=O)CSCC(=O)Nc2ccccc2N2CCCCC2)cc1
    6 | -11

An excerpt; rates above refer to the full screens.
